D1 ag: agonists of human D1 dopamine receptor. HEK293 T-REx D1 cells, calcium flux, agonist mode. hit rate 1% among 360,000. activation, % at 2 µM. AID 504660; in the data active = activation above about 30%; also: 0% is about no effect
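Tetracycline-induced HEK293 TREx D1 cells, force-coupled to calcium signalling, were dye-loaded with a no-wash calcium kit. Compound was pin-added after a 10 s baseline. Fluorescence was read kinetically at 1 cycle/s for 180 s, with calcium rises flagged as agonism.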
Vif-A3G inh: blocks the Vif interaction with human APOBEC3G; Q9HC16; HeLa A3G-eYFP + Vif (tagged APOBEC3G with the HIV-1 protein that degrades it), YFP fluorescence, overnight; Potency, µM (series often up to 46.1 µM), inactives show top-dose activity, negative = active, hits mostly inhibitors; hit rate 0.076% among 410,000; AID 602310;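 also: potency is read from the fitted curve at half-maximal effect; % is scaled to controls: 0 for no effect and ±100 for the full control effect; nearly all actives have a fitted effect of over 60% in size; hits raise eYFP signal because A3G escapes Vif-driven loss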
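Read-out is eYFP fluorescence (Ex 488/Em 500-530) from Vif-expressing HeLa A3G-eYFP cells; more signal means A3G escaped Vif-mediated degradation. Cells plated overnight, compound pinned in, incubated overnight at 37 deg C.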
LDHA inh: inhibitors of human lactate dehydrogenase A. hit rate 0.15% among 480,000. AID 1347041. purified LDHA, NADH/diaphorase-resazurin fluorescence; hits give low values. activity change, % (values are at about 110 or 230 µM); in the data active = activity change below about -30%; inconclusive = mostly about -25% to -30%;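 also: plate controls were DMSO wells for no effect and wells without enzyme for full effect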
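Remaining NADH was detected by diaphorase (0.133 mg/mL) converting 37 µM resazurin to fluorescent resorufin, read at 0 and 20 minutes. The preceding 5-minute room-temperature reaction used 2 nM LDHA, 0.2 mM sodium pyruvate and 0.06 mM NADH at pH 7.4.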
D1 antag: antagonists of human D1 dopamine receptor; P21728; HEK293 TREx D1 cells, calcium flux, dopamine EC80; hits give low values; activity change, negative = inhibition, % at 10 µM; hit rate 3.2% among 360,000; AID 504652; in the data active = activity change below about -30%; also: % is scaled to controls: 0 for no effect and ±100 for the full control effect
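Tetracycline-induced HEK293 Trex D1 cells, force-coupled to calcium, dye-loaded; compounds added and read 180 s, then EC80 dopamine added and calcium flux tracked kinetically another 180 s.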
Vif-A3F inh: Vif-A3F binding inhibition. hit rate 0.2% among 390,000. HeLa A3F-eYFP + Vif (tagged APOBEC3F with the HIV-1 protein that degrades it), YFP fluorescence increase. Potency, µM (series often up to 46.1 µM), without a hit: top-dose activity, negative = active; also: potency is read from the fitted curve at half-maximal effect; % of control where 0% means no effect; nearly all actives have a fitted effect of over 65% in size
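HeLa cells stably expressing Vif plus C-terminally eYFP-tagged A3F were seeded, incubated overnight at 37 deg C, dosed with compound, incubated overnight again at 37 deg C. Yellow fluorescence (Ex 488/Em 500-530) reported blocked Vif-mediated A3F-eYFP degradation.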
D2 potentiator: positively modulates the human D2 dopamine receptor allosterically; P14416; HEK293 T-REx D2, calcium flux, EC20 dopamine potentiation; potentiation, % at 10 µM; hit rate 0.34% among 340,000;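 active = potentiation over 3 SD above the plate norm, cut at about 30% in these data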; also: 0% is about no effect
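Calcium flux readout, no-wash dye, 1 read/s. Inducible HEK293 Trex D2 line, overnight 30 C. Compound alone 180 s (agonist flags), then EC20 dopamine, another 180 s to score potentiation.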
RXFP1 ag: agonists of human relaxin receptor RXFP1; HEK293T-RXFP1 cAMP TR-FRET, 30 min; response scale: percent of porcine relaxin response, buffer zero; hit rate 0.3% among 370,000; AID 2676; Potency, µM (titrated, usually from 57.5 µM), inactives show at the highest dose activation, hits mostly activators; also: potency is read from the fitted curve at half-maximal effect; % is scaled to controls: 0 for no effect and ±100 for the full control effect; nearly all actives have a fitted effect of over 60% in size; many of its hits are not listed in these tables
Target sequence (Q9HBX9 whole entry, looked up): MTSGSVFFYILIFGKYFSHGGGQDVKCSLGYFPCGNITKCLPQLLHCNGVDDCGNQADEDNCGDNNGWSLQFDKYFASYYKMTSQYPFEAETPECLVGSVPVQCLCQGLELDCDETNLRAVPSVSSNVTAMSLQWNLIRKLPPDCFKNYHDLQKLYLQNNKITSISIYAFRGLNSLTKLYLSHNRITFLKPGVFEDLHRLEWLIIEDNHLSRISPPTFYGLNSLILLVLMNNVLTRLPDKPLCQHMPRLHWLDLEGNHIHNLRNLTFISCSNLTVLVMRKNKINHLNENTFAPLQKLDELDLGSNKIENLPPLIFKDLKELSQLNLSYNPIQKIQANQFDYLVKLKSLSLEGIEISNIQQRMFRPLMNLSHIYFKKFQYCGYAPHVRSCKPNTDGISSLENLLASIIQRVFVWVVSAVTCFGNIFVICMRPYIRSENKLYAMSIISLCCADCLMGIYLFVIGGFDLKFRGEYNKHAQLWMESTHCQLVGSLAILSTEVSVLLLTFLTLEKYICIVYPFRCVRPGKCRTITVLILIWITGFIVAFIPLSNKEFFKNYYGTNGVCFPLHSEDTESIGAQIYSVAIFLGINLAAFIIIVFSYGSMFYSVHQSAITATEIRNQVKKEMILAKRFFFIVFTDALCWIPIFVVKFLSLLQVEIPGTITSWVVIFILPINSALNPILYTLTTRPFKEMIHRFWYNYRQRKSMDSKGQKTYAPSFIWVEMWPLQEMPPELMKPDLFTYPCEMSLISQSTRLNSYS
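cAMP rise read by TR-FRET after 30 min, 37C compound exposure (up to 58 uM) in RXFP1-transfected HEK293 cells with Ro 20174 present. EC50 from Hill-equation fits, with 29 nM porcine relaxin as 100% and buffer as basal.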
D1 PAM: human D1 dopamine receptor positive modulation; HEK293 TREx D1 cells, calcium flux, dopamine EC20 potentiation; potentiation, % at 10 µM; hit rate 0.036% among 360,000; AID 504651; in the data active = potentiation above about 30%; also: 0% is about no effect
GRP78 ERSR act: inducers of ER stress response in human glioma cells; U87-MG GRP78 promoter luciferase reporter, 16 h; Potency, µM, for inactives: at the highest dose activation, actives largely listed as activators; hit rate 0.02% among 420,000; AID 602332; also: potency is read from the fitted curve at half-maximal effect; series mostly up to about 76 µM; % of control where 0% means no effect; nearly all actives have a fitted effect of over 35% in size
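Stably transfected U87-MG glioma cells carrying a GRP78-based luciferase sensor; 16 h compound incubation. Luminescence end-point read 10 min after Bright-Glo addition at room temperature.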
Starred values were filed as active, the others as inactive; ? = inconclusive; . = not tested or not shown. Unless noted, calls follow the shape of the dose curve; as a rule, active = well fitted curve in the direction sought with a large enough effect; inconclusive = small, poorly fitted or top-dose-only effect, or another doubt; inactive = no such curve, though single readings can be large; an effect the other way counts as inactive or inconclusive.

SMILES	D1 ag	Vif-A3G inh	LDHA inh	D1 antag	Vif-A3F inh	D2 potentiator	RXFP1 ag	D1 PAM	GRP78 ERSR act
COC(=O)c1ccccc1S(=O)(=O)N1CCC(C(=O)OCC(=O)c2ccccc2OC)CC1	12	1%	0	7	9%	.	-0.2%	-7	-2%
COc1ccc2c(c1)c(=O)c(C(=O)O)c(-c1ccc3c(c1)OCO3)n2C	1	2%	-7	-11	5%	4	11%	-3	-1%
CCc1ccc(-c2nn(-c3ccccc3C)cc2C(=O)N2CCN(C3CCS(=O)(=O)C3)CC2)cc1 (configuration not stated)	2	0%	-1	3	4%	4	-0.4%	-1	-1%
Cc1cc(C)n2c(SCC#N)nnc2n1	3	-1%	-1	-8	4%	2	5.0%	-1	-3%
CCCN1C(=O)c2cc(C(=O)NCc3cccs3)ccc2C1O (configuration not stated)	1	.	.	6	.	-9	-0.3%	-1	.
CCn1cnc2cc(NC(=O)c3cccs3)ccc21	0	-1%	-9	-6	11%	.	1.5%	-5	-2%
CCn1c(C)nc2cc(C(=O)n3cc(C(=O)c4cc(F)ccc4O)cn3)ccc21	4	.	.	7	.	2	0.5%	-5	.
COc1ccc2nc3cc([N+](=O)[O-])ccc3c(NNc3ccc([N+](=O)[O-])cc3)c2c1	.	3%	6	.	3%	.	.	.	-3%
Cc1ccc(NC(=O)N2CCC(C(N)=O)CC2)cc1	1	2%	2	-11	-4%	-8	-1.3%	0	-2%
CCNC(=O)N1C(=O)C2(OCCO2)c2cc(Br)ccc21	0	3%	1	-12	-7%	4	-0.2%	-4	-3%
O=C1CCC(C(=O)N2CCCCO2)CN1CCc1ccccc1 (configuration not stated)	-1	-3%	-3	10	3%	.	-1.5%	-13	5%
Cc1csc(NC(=O)CCNC(=O)c2ccccc2Cl)n1	5	1%	-14	2	1%	7	-1.2%	1	4%
COC(=O)[C@H]1C[C@@H]1[C@H](NS(=O)(=O)c1ccccc1)c1ccccc1	-3	0%	1	18	1%	-3	2.6%	2	-5%
Cc1cccc(N/N=C(\C=N\N)C(=O)c2ccc(Br)cc2)c1	2	.	.	0	.	11	0.0%	0	.
O=C(NC1CCCCC1)C(c1ccncc1)N(Cc1ccccc1)C(=O)c1ccc(-c2ccccc2)[nH]1 (configuration not stated)	-1	2%	-1	-11	-5%	-4	0.8%	-2	-4%
CCc1ccc(CNC(=O)c2ccc(CSc3nc4ccncc4n3Cc3ccc(OC)cc3)cc2)cc1	16	0%	0	-1	5%	-4	-0.9%	-2	1%
COc1ccc(SCC(=O)Nc2ccccc2Cl)cc1	4	-6%	-5	-18	17%	1	0.3%	-3	0%
O=C(c1ccccc1)C(O)C(c1ccccc1)N1CCOCC1 (configuration not stated)	3	-1%	-3	-9	-10%	11	4.5%	-6	2%
O=[N+]([O-])c1ccc(CSc2ccc(S(=O)(=O)N3CCCCC3)cn2)cc1	.	-1%	-2	.	1%	.	.	.	-1%
Cc1ccc(CN2CCSc3ccc(C(=O)NC4CCCC4)cc32)cc1	2	0%	0	1	4%	1	9.4%	5	3%

An excerpt from above in order of their number in Vif-A3G inh, largest number first.
canonical_smiles	D1 ag	Vif-A3G inh	LDHA inh	D1 antag	D2 potentiator	RXFP1 ag	D1 PAM	GRP78 ERSR act
CCNC(=O)N1C(=O)C2(OCCO2)c2cc(Br)ccc21	0	3%	1	-12	4	-0.2%	-4	-3%
COc1ccc2c(c1)c(=O)c(C(=O)O)c(-c1ccc3c(c1)OCO3)n2C	1	2%	-7	-11	4	11%	-3	-1%
COC(=O)c1ccccc1S(=O)(=O)N1CCC(C(=O)OCC(=O)c2ccccc2OC)CC1	12	1%	0	7	.	-0.2%	-7	-2%
COC(=O)[C@H]1C[C@@H]1[C@H](NS(=O)(=O)c1ccccc1)c1ccccc1	-3	0%	1	18	-3	2.6%	2	-5%
O=[N+]([O-])c1ccc(CSc2ccc(S(=O)(=O)N3CCCCC3)cn2)cc1	.	-1%	-2	.	.	.	.	-1%
O=C1CCC(C(=O)N2CCCCO2)CN1CCc1ccccc1 (configuration not stated)	-1	-3%	-3	10	.	-1.5%	-13	5%
COc1ccc(SCC(=O)Nc2ccccc2Cl)cc1	4	-6%	-5	-18	1	0.3%	-3	0%

(list continues)
SMILES	D1 ag	Vif-A3G inh	LDHA inh	D1 antag	Vif-A3F inh	D2 potentiator	RXFP1 ag	D1 PAM	GRP78 ERSR act
O=C(NCc1ccco1)C1Cc2ccccc2CN1S(=O)(=O)c1ccccc1F (configuration not stated)	.	-1%	-1	.	2%	.	.	.	-11%
CCC(C)c1ccc(OCC(=O)Nc2cccc(-c3nc4ncccc4o3)c2)cc1 (configuration not stated)	3	4%	6	0	0%	3	1.8%	-2	-6%
CC(C)c1nnc(NC(=O)CCC(=O)Nc2ccc(F)cc2)s1	2	1%	-7	-5	1%	-8	1.8%	2	-2%
CC(=O)OCc1nc2sc(C)c(C)c2c(=O)[nH]1	0	3%	-1	-8	-2%	-5	-0.5%	-1	0%
O=C(CSc1nc(-c2ccccc2)cc(=O)[nH]1)N1CCc2ccccc21	0	2%	-4	9	3%	3	1.9%	2	-2%
S=C(Nc1ccc(Br)cc1)NC1CCN(Cc2ccccc2)CC1	39*	-1%	-3	-68*	0%	-36	0.0%	-1	3%
CN(C(=O)c1cccc(NC(=O)Cc2ccc(NC(=O)C3CCN(C(=O)C4CCC4)CC3)cc2)c1)C1CCCCC1	.	-14%	-2	.	5%	.	.	.	0%
COc1ccc(NC(=O)c2ccc3c(c2)nnn3C2CCCC2)cc1Cl	6	1%	-17	-17	0%	-1	5.5%	-2	-2%
COc1ccc(-n2c(-c3ccc(Br)cc3)n[nH]c2=S)cc1	1	2%	0	8	3%	-8	3.3%	-14	-1%
COc1ccc(C(=O)Nc2ccc(O)c3ccccc23)cc1OC	.	-10%	24	.	3%	.	.	.	4%

3 compounds from above, ordered by SMILES length, rising:
SMILES	D1 ag	Vif-A3G inh	LDHA inh	D1 antag	Vif-A3F inh	D2 potentiator	RXFP1 ag	D1 PAM	GRP78 ERSR act
CC(=O)OCc1nc2sc(C)c(C)c2c(=O)[nH]1	0	3%	-1	-8	-2%	-5	-0.5%	-1	0%
COc1ccc(C(=O)Nc2ccc(O)c3ccccc23)cc1OC	.	-10%	24	.	3%	.	.	.	4%
CC(C)c1nnc(NC(=O)CCC(=O)Nc2ccc(F)cc2)s1	2	1%	-7	-5	1%	-8	1.8%	2	-2%

Continued:
SMILES	D1 ag	Vif-A3G inh	LDHA inh	D1 antag	Vif-A3F inh	D2 potentiator	RXFP1 ag	D1 PAM	GRP78 ERSR act
CCCCN(C(=O)c1ccc(C#N)cc1)c1c(N)n(CCC)c(=O)[nH]c1=O	2	0%	0	-4	7%	-3	0.8%	-3	-3%
COc1ccc(C)cc1S(=O)(=O)N1CCN(C(=O)c2ncoc2-c2cccc(C)c2)CC1	1	2%	-6	4	5%	6	3.1%	-4	-1%
Cc1ccc(NC(=O)NNC(=O)c2sccc2-n2cccc2)cc1	2	8%	-6	-28	3%	-20	0.7%	5	-2%
COc1ccccc1C(=O)NC(CCSC)C(=O)NCC(c1ccco1)N(C)C (configuration not stated)	1	-4%	1	-1	10%	-8	2.9%	4	-3%
Cc1cc(Cl)c(S(N)(=O)=O)cc1OCC(=O)NC1CCCCC1	0	-1%	-12	-27	0%	11	0.4%	1	-5%
CS(=O)(=O)c1sc2nc(-c3cccs3)cc(-c3ccccc3)c2c1N	0	3%	-15	-5	-5%	0	?	1	-3%
CC[n+]1c(/C=C2\C=C(C)CC(C)(C)C2)sc2ccccc21	1	-16%	2	8	-16%	-2	0.2%	0	-1%
COC(=O)C1=C(C)N(C(C)C)C(=O)C1(NC(C)=O)C(F)(F)F (configuration not stated)	2	-1%	-6	2	-1%	-3	0.0%	3	-4%
Cc1ccc(OCC(=O)OCC(=O)c2cccc([N+](=O)[O-])c2)cc1C	4	3%	-12	9	1%	1	0.7%	1	-2%
CC(C)Cn1c(SCc2nnc(-c3cccs3)o2)nc(O)cc1=O	6	0%	-1	7	.	-1	-0.5%	-6	-1%
COc1ccc(C2(C)NC(=O)N(CC(=O)Nc3ccc(-c4nc5ccc(C)cc5s4)cc3)C2=O)cc1 (configuration not stated)	3	1%	-1	.	?	3	5.5%	0	?
COc1ccc(C2=CC(=O)C[C@H](c3ccc4c(c3)OCO4)C2)cc1	6	2%	-2	-16	0%	-5	2.3%	-3	-5%
CCCNC(=O)C1CCN(c2nc(C)cc(C)n2)CC1	-1	0%	-2	-14	-11%	-5	-0.1%	2	-3%
COc1ccc(OC)c(-c2nnc(SCC(=O)N3CCCc4ccccc43)o2)c1	2	-6%	-9	9	1%	.	3.1%	0	-4%
CC(C)Cc1nc2sc3c(SCC(N)=O)ncnc3c2c2c1CCC2	2	0%	-7	16	3%	8	?	4	2%
CC1CCC(C(=O)NC(C(=O)NCCN2CCC(C)CC2)C(C)C)CC1 (configuration not stated)	1	0%	-8	-5	4%	15	-1.0%	2	-2%
COc1ccc(-c2nnc(SCC(=O)NCc3ccccc3)nc2-c2ccc(OC)c(OC)c2)cc1OC	-1	?	2	4	0%	14	2.9%	-2	-5%
CCCOc1cccc(NC(=O)c2c(-c3ccccc3Cl)noc2C)c1	2	0%	-4	0	3%	-5	5.1%	-5	-2%
COCc1cc(CN2CCN(Cc3ccsc3)C(CCO)C2)ccc1OC (configuration not stated)	0	-2%	-1	-18	-10%	-4	0.2%	2	1%

This is a subset; rates above refer to the full screens.
